Screening data deposited in PubChem BioAssay by several laboratories.
MRP reversal: reversal of MRP1-mediated doxorubicin resistance, primary screen, H69AR cells, doxorubicin co-treatment | H69AR cells + 2 uM doxorubicin, CellTiter-Glo, 72 h | differential viability (reversal), % at 10 µM | 85,000 tested, 0.04% active | AID 602, 2007;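 active = viability drop by adding the cancer drug above about 55%, with treated viability meeting a 40% cutoff, limit read from the data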;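 note: viability without doxorubicin minus viability with 2 µM doxorubicin for each compound; larger differential means the compound sensitizes cells more to doxorubicin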
NFkB transloc inh: inhibitors of IL-1B driven NFkB p65 nuclear import, primary screen, imaging, HUVEC, IL-1B stimulus, high-content imaging; HUVEC IL-1B NFkB p65 nuclear translocation imaging; inhibition, % at 2 µM; 94,000 tested, 0.43% active; AID 796, 2007;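 active = inhibition above about 30% together with a positive call from visual inspection of the well image, limit read from the data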;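 note: nuclear over cytoplasmic p65 intensity ratio measured by imaging; 0% = IL-1B stimulated DMSO wells and 100% = unstimulated DMSO wells; values of inactives mirror those of a sister screen read the other way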
Bcl-B displacement: displacers of TR3 peptide from Bcl-B, primary screen, selectivity assay for Bfl-1 inhibitor project, biochemical, fluorescence polarization; Bcl-2-like protein 10 (Homo sapiens); FP displacement of FITC-TR3 peptide from Bcl-B; higher % means a stronger effect; displacement, % at 20 µM, or IC50 in µM where a hit was titrated; 96,000 tested, 0.11% active; AID 748, 2007;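 active = displacement above 50% at 20 µM plus a fluorescence interference ratio under 1.5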;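 note: plate controls were wells without compound for no effect and wells lacking Bcl-B protein for full effect; a part of the inactive calls stands beside numbers as strong as those of hits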
IL1B NFkB pot: enhancers of NFkB p65 translocation in HUVEC – imaging, IL-1B stimulus, high-content imaging, primary screen | HUVEC IL-1B NFkB p65 nuclear translocation imaging | activation, % at 2 µM | 94,000 tested, 0.3% active | AID 819, 2007;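 active = activation above 40%, about the mean plus 3 SD, also judged a hit on visual image review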;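 note: percent activation is computed from the nuclear over cytoplasmic p65 intensity ratio; values of inactives mirror those of a sister screen read the other way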
PLAP inhibition: PLAP enzyme inhibitors, biochemical, luminescence, HTS (AID 690); 96,000 tested, 0.08% active; Alkaline phosphatase, placental type (Homo sapiens); inhibition, % at 20 µM, or IC50 in µM where a hit was titrated; purified PLAP, luminescent substrate; higher % means a stronger effect; in the data active = a potency from the dose series; inactive = the rest, 99 in 100 with inhibition below about 30%; note: strong numbers were not always called active
MRP reversal cytotoxicity: recorded beside MRP reversal, whose call it bears; viability, %; H69AR cells, CellTiter-Glo, 72 h; measured here: cytotoxicity without doxorubicin
MRP reversal with doxorubicin: recorded beside MRP reversal, whose call it bears; viability, %; measured here: viability with 2 uM doxorubicin; active compounds read low
NFkB transloc inh cell count 2 µM: second read-out of NFkB transloc inh, no call of its own (marks repeat the call); cell count; measured here: cells passing quality filter;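 raw number of nuclei counted in each imaged well without normalization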
IL1B NFkB pot cell count 2 µM: also measured in IL1B NFkB pot; calls as there; cell count; measured here: cells passing quality filter
Starred values were filed as active, the others as inactive; x = not tested or not shown. These rows are one share of the data, so the mix of outcomes need not match the whole.

mol	MRP reversal	MRP reversal cytotoxicity	MRP reversal with doxorubicin	NFkB transloc inh	NFkB transloc inh cell count 2 µM	Bcl-B displacement	IL1B NFkB pot	IL1B NFkB pot cell count 2 µM	PLAP inhibition
Cc1ccc(C(C(=O)NC2CCCCC2)N(Cc2ccco2)C(=O)Cn2cnc3ccccc32)cc1 (configuration not stated)	11	77	66	-2	84	x	2	84	x
Cc1cc(C)c(OC2(c3ccccc3)OC(=O)c3ccccc32)c(C)c1 (configuration not stated)	x	x	x	2	196	-6%	-2	196	0%
COc1ccc(-n2c(SCC(N)=O)nnc2-c2ccccc2F)cc1	x	x	x	-1	159	x	1	159	x
COc1ccc(NC(=O)Nc2cccc(C)n2)cc1	-12	96	108	x	x	-2%	x	x	0%
CSc1ccccc1-n1nnnc1SCC(=O)Nc1ccccc1C	12	99	87	8	142	4%	-15	62	6%
COc1ccc2[nH]cc(C(=O)CN3CCN(C(=O)c4ccco4)CC3)c2c1	3	79	76	3	127	-15%	-3	127	-8%
O=[N+]([O-])c1ccc2nc(-c3ccccc3)n(OCc3ccc(Cl)cc3)c2c1	x	x	x	-9	233	24%	9	233	-8%
CCS(=O)(=O)c1nc2ccccc2n1CC(=O)N1CCCCC1	-15	46	61	6	93	x	-6	93	x
O=C(Nc1cccc(Cl)c1)c1ccc(NCCCN2CCOCC2)c([N+](=O)[O-])c1	x	x	x	-19	132	10%	19	132	-6%
COc1ccc(/C=N/Nc2nccnc2Cl)cc1	23	69	45	-4	175	6%	4	175	22%
CCC(=O)N(Cc1cc(=O)[nH]c2ccccc12)C1CCCCC1	18	92	74	7	139	4%	-7	139	-15%
O=C(NCc1ccco1)C1c2ccccc2Oc2ccccc21	x	x	x	-1	136	24%	1	136	-2%
CN(C)c1ccc(/C=N/N=C2/NC(=O)/C(=C/c3ccc([N+](=O)[O-])cc3)S2)cc1	x	x	x	-10	103	-8%	10	103	-6%
O=c1[nH]c2ccc(S(=O)(=O)N3CCN(C4CCCCC4)CC3)cc2[nH]c1=O	5	105	99	1	107	-6%	-1	107	-55%
Cc1ccc(-c2nnc(N3CCCCC3)c3ccccc23)cc1S(=O)(=O)N(C)C	x	x	x	-1	130	-35%	1	130	-20%
O=C(c1ccccc1NS(=O)(=O)c1ccc(Br)s1)N1CCOCC1	-4	103	108	-18	145	0%	18	145	-28%
CNC(=O)COC(=O)c1ccc(-c2nc3ccccc3s2)s1	x	x	x	8	137	-45%	-7	137	14%
Cc1cccc(N2C(=O)CC(N3CCN(c4cccc(C(F)(F)F)c4)CC3)C2=O)c1 (configuration not stated)	-4	88	92	11	107	-4%	-11	107	-10%
CCc1nc2cc(C)nn2c2nc3ccccc3n12	-6	79	85	1	142	5%	-1	142	-40%
O=C(Nc1nc2ccc(S(=O)(=O)N3CCCC3)cc2s1)C1CCCCC1	-46	23	69	-9	146	0%	9	146	-13%
O=C(CCNS(=O)(=O)c1ccc(Br)s1)Nc1ccc(Cl)cc1	0	77	77	x	x	1%	x	x	-6%
CCOC(=O)c1c(CN2CCCCC2)n(C)c2cc(Br)c(OC)cc12	23	77	54	-17	174	1%	17	174	-38%
C=CCSc1nnc(NC(=O)c2nc(SCC)ncc2Cl)s1	3	110	107	-14	175	-8%	14	175	-1%
Nc1nc(SCC(=O)NC2CCCCCC2)[nH]c(=O)c1-c1ccccc1	4	100	96	-28	64	-8%	28	64	-2%
CCOc1ccccc1N(CC(=O)NC1CCCCC1)C(=O)CNC(=O)c1ccco1	17	98	81	6	71	x	-6	71	x
COc1ccc(NCc2nnc(SCc3ccccc3)n2-c2ccc(OC)cc2)cc1	x	x	x	-8	142	6%	8	142	-17%
COC(=O)c1cc2sc(Cl)cc2n1CC(=O)NCC1CCCO1 (configuration not stated)	3	100	97	2	166	1%	-2	166	-3%
CCn1cc(-c2cc(C(F)(F)F)n3nc(C(=O)O)cc3n2)c(C)n1	-1	101	102	1	177	-9%	-1	177	-7%
CCOC(=O)c1cccnc1SC(CC)C(=O)N1CCOCC1 (configuration not stated)	5	92	87	2	136	-2%	-2	136	0%
CC(NC(=O)CN1CCC(C(N)=O)CC1)c1ccccc1 (configuration not stated)	2	94	92	3	102	-10%	-3	102	0%
CCOc1ccccc1C(=O)Nc1nccs1	18	99	80	-29	152	-4%	29	152	21%
CCOc1cc(C(=O)O)cc(Cl)c1OC	15	109	94	-2	78	x	2	78	x
CC(=Nc1ccccc1C)C1=C(O)CSC1=O	5	92	87	-9	142	0%	9	142	1%
COC(=O)c1ccc(OC(=O)C2CC(=O)N(c3ccc(C)cc3C)C2)cc1 (configuration not stated)	3	102	99	4	91	-11%	-4	91	12%
CC(C)CCNC(=O)c1cccc(C(=O)NCCC(C)C)c1	-2	77	79	10	114	3%	-9	114	-3%
COc1ccc2c(Cl)c(C(=O)NN)sc2c1	x	x	x	11	190	14%	-11	190	-2%
CC(=O)N1CCn2c3c(c(=O)c4cc(C)ccc42)CCC31 (configuration not stated)	-13	78	91	x	x	4%	x	x	-47%
CC(=O)Nc1nc2n(n1)C(c1ccccc1)C=C(c1ccccc1)N2 (configuration not stated)	-7	74	81	-2	130	83%	2	130	-113%
C#CCN1C(=O)C(O)(CC(=O)c2ccc3c(c2)OCCO3)c2ccccc21 (configuration not stated)	-5	35	39	-30	180	6%	30	180	2%
COC(=O)c1sc(N)c(C(=O)OC)c1CSc1nc2sc3c(c2c(=O)n1C)CCC3	-19	41	60	-22	111	x	22	111	x
CC(C)n1c(SCc2ccccc2F)nc2c1c(=O)n(C)c(=O)n2C	-4	93	97	x	x	-10%	x	x	-54%
COc1cccc(NS(=O)(=O)c2ccc3[nH]cc(C(=O)NCCCOC(C)C)c(=O)c3c2)c1	-3	102	106	-3	138	-98%	3	138	x
c1ccc(-c2nnc(-c3ccco3)n2-c2ccccc2)cc1	x	x	x	-8	137	x	8	137	x
COc1ccc(OC)c2[nH]c(=O)c(CCNC(=O)c3ccc(Br)o3)cc12	-4	79	83	0	77	-4%	0	77	-8%
Cc1nn(Cc2ccccc2)c(Cl)c1C(=O)NCc1ccc(C)n1C	2	82	80	3	142	1%	-3	142	-29%
CCOc1ccc(-n2c(=S)sc3c(=O)[nH]c(SCC(=O)NC(C)CC)nc32)cc1 (configuration not stated)	-9	90	99	-4	119	4%	4	119	-43%
O=C(CSc1nnc(CNC(=O)c2ccccc2F)o1)c1ccc(Cl)cc1	5	87	82	3	188	0%	-3	188	-28%
N#C/C(=C/Nc1ccccc1)c1ccsc1	5	100	94	-6	64	-7%	6	64	-18%
CS(=O)(=O)c1nncn1-c1ccccc1	x	x	x	-33	108	x	33	108	x
Cn1c(NC(=O)C2CCCO2)cc(=O)n(C)c1=O (configuration not stated)	12	100	89	x	x	-2%	x	x	5%
O=C(c1ccc(F)cc1)c1c[nH]c(C(=O)NCCCN2CCOCC2)c1	x	x	x	-24	170	2%	24	170	-28%
Cc1ccc(/C=N/NC(=O)c2csc3c2CCCC3)cc1	x	x	x	14	82	11%	-14	82	10%
O=C(O)C(=O)/C(=C\c1cccc2ccccc12)c1ccc2ccccc2n1	-39	18	57	-4	59	-31%	4	59	-1%
CC(C)(C)NC(=O)C(c1ccccc1)N(C(=O)C1CSC(=O)C1)c1ccccc1 (configuration not stated)	x	x	x	-12	108	0%	12	108	-52%
O=C(NCC(c1cccnc1)N1CCN(c2ccccc2F)CC1)c1ccccc1 (configuration not stated)	-5	84	89	x	x	-2%	x	x	-16%
OCCNc1nc(-c2cccnc2)nc2ccccc12	-2	91	93	8	82	-1%	-8	82	9%
O=C(O)CCc1nn2c3ccccc3n(CCN3CCCCC3)c2nc1=O	-4	78	82	-10	160	10%	9	160	-5%
COc1ccc(C(=O)/C=C/c2ccc(C)cc2)c(OC(=O)c2ccc([N+](=O)[O-])cc2)c1	x	x	x	1	119	15%	-1	119	-19%
COC(=O)C12CC3CC(C1)CC(n1cnc(Cl)n1)(C3)C2	16	94	79	0	153	x	0	153	x
CCN(CC)S(=O)(=O)c1cccc(-c2nnc(SCC(=O)NC3CCCCCC3)n2N)c1	-29	46	75	-4	177	-8%	4	177	-56%

Next records:
mol	MRP reversal	MRP reversal cytotoxicity	MRP reversal with doxorubicin	NFkB transloc inh	NFkB transloc inh cell count 2 µM	Bcl-B displacement	IL1B NFkB pot	IL1B NFkB pot cell count 2 µM	PLAP inhibition
O=C(CSc1nnc(Cc2cccs2)n1Cc1ccco1)Nc1cccc(Cl)c1	20	92	72	2	155	2%	-2	155	12%
CCOc1ccc2nc(Cl)c(/C=C/C(=O)c3ccco3)cc2c1	5	9	4	6	176	-10%	-6	176	-17%
c1ccc(Cc2nnc3sc(-c4cccs4)nn23)cc1	6	91	86	7	110	0%	-7	110	26%
Cc1ccoc1C(=O)NCCCNC(=O)c1occc1C	6	99	94	14	95	-9%	-14	95	-13%
O=C(CCCSc1nc2sc3c(c2c(=O)[nH]1)CCC3)NCCCO	x	x	x	8	100	6%	-8	100	-5%
CC1=NN2C(=N)/C(=C\c3ccc(SCc4ccccc4)o3)C(=O)N=C2S1	-4	93	96	10	177	16%	-10	177	-54%
CC(=O)c1ccc(OCC(O)CN2CC(C)OC(C)C2)cc1 (configuration not stated)	15	93	78	4	87	-7%	-5	87	-46%
Cc1csc(NC(=O)C2CCCC2)n1	-1	88	89	-13	178	-1%	13	178	7%
N=c1n(CCO)c2ccccc2n1Cc1ccc(Cl)cc1	-19	73	92	9	108	-10%	-9	108	-2%
CCCCNCc1cc(Br)c(OCC(=O)N2CCOCC2)c(OC)c1	x	x	x	-2	124	2%	2	124	7%
O=C(OCC1OC(n2cnc3c(N(C(=O)c4ccccc4)C(=O)c4ccccc4)ncnc32)C(O)C1F)c1ccccc1 (configuration not stated)	-5	3	8	-13	184	-7%	13	184	-28%
CC(=O)Nn1c(COc2ccccc2C)nc2ccccc2c1=O	21	109	88	4	112	-15%	-4	112	-2%
CCCCOCCCn1c(-c2ccco2)nc2nc3ccccc3nc21	22	62	41	2	81	-54%	-2	81	-27%
COc1ccc(C(=O)NCc2n[nH]c(=S)n2-c2ccccc2)cc1OC	7	103	96	0	52	-5%	0	52	-6%
Cn1c(=O)c2c(-c3ccccc3)n(C3CCCCC3)cc2n(C)c1=O	12	37	25	6	185	2%	-6	185	-13%
CC1=NNC(=O)C1CCC(=O)N/N=C\c1ccccc1[N+](=O)[O-] (configuration not stated)	x	x	x	3	135	0%	-3	135	-21%
CN(C)C(=O)CSc1nnc(-c2cc(-c3cccs3)nc3ccccc23)o1	-6	54	60	4	90	-1%	-4	90	-29%
COCCCNC(NC(=O)c1ccc(C)cc1)C(Cl)(Cl)Cl (configuration not stated)	x	x	x	-12	147	17%	12	147	-4%
COC(=O)CC1Sc2ccccc2NC1=O (configuration not stated)	8	98	91	x	x	4%	x	x	3%

3 entries out of the list, arranged by SMILES length, rising:
mol	MRP reversal	MRP reversal cytotoxicity	MRP reversal with doxorubicin	NFkB transloc inh	NFkB transloc inh cell count 2 µM	Bcl-B displacement	IL1B NFkB pot	IL1B NFkB pot cell count 2 µM	PLAP inhibition
COC(=O)CC1Sc2ccccc2NC1=O (configuration not stated)	8	98	91	x	x	4%	x	x	3%
COc1ccc(C(=O)NCc2n[nH]c(=S)n2-c2ccccc2)cc1OC	7	103	96	0	52	-5%	0	52	-6%
CC1=NNC(=O)C1CCC(=O)N/N=C\c1ccccc1[N+](=O)[O-] (configuration not stated)	x	x	x	3	135	0%	-3	135	-21%
